PMI act hi M6P: PMI (human) activation, high substrate. P34949. coupled PMI enzyme assay, resazurin fluorescence, 20 min; active compounds read high; 1 = untreated enzyme, 0 = substrate-free blank. activation factor at 20 µM. 190,000 compounds, 0.34% hits;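 active means activation factor of 2 or more at 20 µM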
Target sequence (P34949 whole entry, looked up): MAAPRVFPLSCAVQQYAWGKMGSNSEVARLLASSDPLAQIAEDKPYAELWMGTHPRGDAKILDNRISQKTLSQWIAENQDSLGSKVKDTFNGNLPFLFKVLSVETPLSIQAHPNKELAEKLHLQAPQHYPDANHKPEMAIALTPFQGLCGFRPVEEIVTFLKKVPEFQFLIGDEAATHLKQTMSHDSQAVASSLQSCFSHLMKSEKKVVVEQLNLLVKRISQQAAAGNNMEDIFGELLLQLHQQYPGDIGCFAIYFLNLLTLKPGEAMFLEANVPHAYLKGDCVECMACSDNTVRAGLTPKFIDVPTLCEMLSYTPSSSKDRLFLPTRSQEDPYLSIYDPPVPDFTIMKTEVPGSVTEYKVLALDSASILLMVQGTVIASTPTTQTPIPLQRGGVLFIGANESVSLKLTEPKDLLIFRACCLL
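Test system: human PMI in coupled enzyme assay; Input: PMI at 15 ng/mL final; Medium: HEPES buffer, pH 7.4; Schedule: 20 min incubation at room temperature; Technique: resorufin fluorescence at Ex 544/Em 590 nm; Compound: 20 µM single dose; Probe or stimulus: Near-saturating mannose-6-phosphate, 1.0 mM.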
PMI activator: increases human mannose-6-phosphate isomerase activity; activation factor at 20 µM; P34949; 190,000 compounds, 0.005% hits; purified human PMI, coupled resazurin fluorescence, 20 min; active compounds read high; 1 = vehicle control, 0 substrate-free wells; AID 1214;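 active means activation factor of 2 or more at 20 µM, relative to plate controls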
TNAP inh hiacc: inhibitors of human TNAP at high phosphate acceptor concentration; P05186; purified TNAP, CDP-star luminescence, 1 M DEA; inhibition, % at 20 µM; 200,000 compounds, 0.03% hits;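 active means over 50% inhibition of tissue-nonspecific alkaline phosphatase at 20 µM in the single-dose screen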;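 further: plate controls were DMSO wells for no effect and EDTA-quenched wells as full inhibition for full effect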
Efa HMGR inh: E. faecalis class II HMG-CoA reductase inhibition; purified E. faecalis HMGR, NADPH absorbance 340 nm kinetic; inhibition, % at 10 µM; 190,000 compounds, 0.41% hits;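 active means inhibition above a set limit, the median over all tested compounds plus 3 SD, cut at about 9.5% in these data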;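 further: enzyme runs in reverse so mevalonate oxidation gives rising NADPH absorbance; 0% = complete reaction with DMSO and 100% = background rate lacking mevalonate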
Diaph act CS: counter-screen for diaphorase-based assays: diaphorase activators and chemical reducers; Diaphorase/resazurin coupled assay, resorufin fluorescence, 16 min; active compounds read high; 1 = vehicle wells, 0 = NADH-free wells; activation factor at 20 µM; 190,000 compounds, 0.005% hits; AID 1229;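 active means diaphorase activity raised at least twofold by the compound at 20 µM; inactive means activation factor below 2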
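Material: Clostridium kluyveri diaphorase, purified enzyme; Quantity: enzyme 0.07 U/mL final; Medium: HEPES pH 7.4 buffer with MgCl2 and Tween 20; Dosing: single compound dose of 20 µM, 1% DMSO final; Schedule: 16 min reaction at room temperature; Measured by: red resorufin fluorescence at 544/590 nm excitation/emission.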
TNAP inh noacc: TNAP (human) inhibition, acceptor-free conditions. P05186. purified TNAP, CDP-star luminescence, 30 min. inhibition, % at 20 µM. 200,000 compounds, 0.26% hits. AID 1012;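 active means tissue-nonspecific alkaline phosphatase inhibition above about 50% at 20 µM in the single-dose screen, limit read from the data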;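 further: 0% = DMSO negative control and 100% = EDTA positive control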
FLuc stim CS: firefly luciferase counter-screen for stimulation assays | 200,000 tested, under 10 active | AID 1027 | activation factor at 10 µM | P08659 | ATPlite luciferase biochemical, luminescence, 10 min; 0 = ATP-free wells, 1 = DMSO control;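 active means luciferase activation factor, scaled between plate controls, of at least 2 with compound at 10 µM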
Target sequence (P08659 whole entry, looked up): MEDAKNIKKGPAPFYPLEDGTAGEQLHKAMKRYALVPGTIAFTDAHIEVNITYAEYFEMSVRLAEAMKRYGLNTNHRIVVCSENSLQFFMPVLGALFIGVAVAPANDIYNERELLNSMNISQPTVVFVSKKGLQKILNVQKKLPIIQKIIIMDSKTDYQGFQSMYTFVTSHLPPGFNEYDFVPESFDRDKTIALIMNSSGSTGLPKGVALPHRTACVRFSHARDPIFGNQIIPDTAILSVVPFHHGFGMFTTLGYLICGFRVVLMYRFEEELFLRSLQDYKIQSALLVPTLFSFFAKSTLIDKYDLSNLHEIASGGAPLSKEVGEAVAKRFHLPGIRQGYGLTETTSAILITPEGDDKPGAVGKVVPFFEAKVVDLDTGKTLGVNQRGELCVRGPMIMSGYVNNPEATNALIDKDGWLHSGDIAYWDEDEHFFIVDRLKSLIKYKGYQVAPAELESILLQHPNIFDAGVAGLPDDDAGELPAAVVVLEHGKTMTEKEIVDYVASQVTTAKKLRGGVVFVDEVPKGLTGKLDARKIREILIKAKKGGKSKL
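Material: luciferase plus luciferin reagent, cell-free. Medium: PBS buffer for ATP. Also added: ATP substrate, dispensed from a 10.24 µM working solution in PBS. Doses: test compounds dosed from 2 mM stocks in 100% DMSO. Incubation: 10 min post-reagent at room temperature. Technique: light output (luminescence). Read-out basis: luminescence gain marking luciferase activators.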
TNAP act hiacc: increases human TNAP activity under high phosphate acceptor concentration; P05186; purified TNAP, CDP-star luminescence, 1 M DEA, 30 min; active compounds read high; 0 = EDTA background, 1 = DMSO-only activity; activation factor at 20 µM; 200,000 tested, under 10 active; AID 1136;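 active means activation factor at least 2 at 20 µM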
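Test system – human TNAP · Doses – 20 µM single point · Incubation – 30 min, room temperature · Signal – luminescent substrate turnover signal · Read-out basis – activation factor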
G6PDH CS: counter-screen for G6PDH assay hits: L. mesenteroides G6PDH inhibition; Purified L. mesenteroides G6PDH, diaphorase/resazurin coupled fluorescence, 45 min; inhibition, % at 5 µM; 200,000 compounds, 0.12% hits; AID 1020; in the data active means inhibition above about 50%
Diaph inh CS: counter-screen for diaphorase-based assays: diaphorase inhibitors and chemical oxidizers | AID 1217 | diaphorase resazurin-to-resorufin fluorescence, NADH, 16 min; bacterial (C. kluyveri) enzyme, not human | 190,000 compounds, 0.69% hits | inhibition, % at 20 µM;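 active means primary screen inhibition at 20 µM above a set limit, cut at about 50% in these data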;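 further: plate controls were DMSO with full reaction for no effect and wells lacking NADH for full effect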
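Assay system: diaphorase enzyme from Clostridium kluyveri. Quantity: enzyme working solution with 0.14 U/mL diaphorase. Schedule: reaction incubation of 16 min at room temperature. Technique: resorufin fluorescence, excitation 544 nm, emission 590 nm. Controls: No-NADH positive control and DMSO neutral control.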
* hit, by the source's call.

SMILES	PMI act hi M6P	PMI activator	TNAP inh hiacc	Efa HMGR inh	Diaph act CS	TNAP inh noacc	FLuc stim CS	TNAP act hiacc	G6PDH CS	Diaph inh CS
Cc1cc(NC(=O)c2ccc(NC(=O)c3cccs3)cc2)no1	1	1	-1.7	-2.3	1	-1.5	1	1	-14.4	-0.7
COCCCN1C(=O)C(O)=C(C(C)=O)C1c1cccc(F)c1 (configuration not stated)	1.2	1.1	1.7	1.5	1	-9.7	1	1	1.4	-2.9
O=C(Cc1ccc(Cl)cc1)Nc1ccc(-c2nnc(-c3ccco3)o2)cc1	1	1	-4.6	-1.0	0.9	-14.3	1.1	1	0.2	12.6
Cc1ccc(S(=O)(=O)NC2CCCC(C(=O)O)C2)cc1 (configuration not stated)	1	1	-3.1	-1.4	0.9	1.9	1.1	1	3.9	7.0
COc1ccccc1N(CC(O)COc1c(C)cc(C)cc1C)S(=O)(=O)c1ccccc1 (configuration not stated)	0.8	0.8	-9.9	-0.2	0.7	-5.2	1.1	1.1	2.5	31.0
CCc1ccccc1NC(=O)CSc1nc2ccccc2n1CC(=O)N(C)C	0.9	0.9	3.2	-6.1	0.9	-0.3	1	1	-7.8	5.7
COCCn1c(CN(Cc2ccccc2)Cc2ccccc2)nc2c1c(=O)n(C)c(=O)n2C	0.9	0.9	-3.1	2.7	0.9	-9.9	1	1	11.8	14.8
CCSc1nnc(NC(=O)c2cc(C)nc3ccccc23)s1	0.9	1	0.4	-5.0	0.9	-5.1	1	1	2.8	12.1
Cc1csc2ncc(C(=O)Nc3ccccc3Cl)c(=O)n12	1	0.9	-10.1	-0.1	0.7	-12.7	1	1.1	6.7	26.9
CC12CCC(C(=O)N(CC(=O)O)C1=O)C2(C)C (configuration not stated)	1.1	1	-8.2	-6.3	1	-13.9	1.1	1.1	-2.0	1.3
O=C(NCCOc1ccc(Cl)cc1)C1CC(=O)N(c2ccc(F)cc2)C1 (configuration not stated)	0.7	0.8	-0.5	-2.4	0.7	-5.4	1	1	1.9	31.4
CCCN(CC1CC1)C(=O)COC(=O)c1ccc2c(c1)C(=O)N(c1ccc(OCC)cc1)C2=O	1	1	-3.6	-1.7	1.1	-11.3	1	1	-0.4	-5.0
CCOc1ccc(Nc2nnc(Cc3ccc(OC)cc3)c(=O)[nH]2)cc1	0.9	0.9	-5.5	-8.6	0.9	-9.8	1.1	1.1	7.7	9.4
COc1ccc(C2c3c(ccc4ccccc34)Oc3ncn4nc(Cc5ccccc5)nc4c32)cc1OC (configuration not stated)	1	0.9	-2.0	-6.9	0.8	-15.5	1	1	-4.1	15.0
Cn1cccc1/C=C1\SC(=S)N(NC(=O)c2cccc(Cl)c2)C1=O	0.8	0.7	29.7	-5.4	0.8	24.0	1	0.7	3.9	23.6
COc1ccc(NC(=O)CCc2nc3ccccc3s2)c(OC)c1	0.9	0.9	-0.6	5.9	0.9	-6.9	1	1	5.9	11.1
COc1ccc(C)cc1NC(=O)C(NC(=O)c1cc(OC)c(OC)c(OC)c1)C(C)C (configuration not stated)	1	0.9	-3.0	-7.7	0.8	-1.7	1.1	1	7.4	16.8
O=C(O/N=C1\CCS(=O)(=O)c2sccc21)c1ccccc1	1	1	-1.7	4.6	1	-11.1	0.6	1	8.8	-1.2
O=C(/C=C/c1ccccc1Cl)N(c1ccccn1)C1CCCCC1	1	0.8	-0.3	3.3	1	-62.6	1	1	-3.1	4.2
O=C(O)CSc1nnc(CNc2ccc(Cl)cc2)n1Cc1ccccc1	1.1	1.1	-2.9	-2.2	1	-10.2	1	1	2.2	-2.0
Cc1ccc(-c2n[nH]c(=O)c3ccccc23)cc1S(=O)(=O)NCCN1CCOCC1	1.1	1.1	-4.5	-4.4	0.9	-5.2	1.1	1	8.4	7.2
Cc1ccc(OCC(=O)Nc2cc(C(=O)O)cc(C(=O)O)c2)cc1C	1	1.1	-3.7	-0.1	0.9	-15.2	1.1	1	0.8	11.9
Cc1cc(C)nc(N2CCC(C(=O)NCC3CCCCC3)CC2)n1	0.9	0.9	-3.9	-3.4	0.9	-13.6	1.1	1	0.1	9.4
COc1ccc(S(=O)(=O)CCC(=O)Nc2cc(C)ccc2OC)cc1	1	1.3	-4.9	-4.2	1	-14.9	1	1	6.1	-2.1
COc1ccc(N(CC(=O)Nc2ccc(C(N)=O)cc2)S(=O)(=O)c2ccc(C)c([N+](=O)[O-])c2)cc1	1	0.9	-1.2	2.7	0.9	-3.7	1.1	1	4.3	7.5
Other compounds
SMILES	PMI act hi M6P	PMI activator	TNAP inh hiacc	Efa HMGR inh	Diaph act CS	TNAP inh noacc	FLuc stim CS	TNAP act hiacc	G6PDH CS	Diaph inh CS
CCOc1ccccc1NC1=C(Cl)C(=O)N(Cc2ccccc2)C1=O	1	0.9	-2.0	-3.9	0.9	-3.5	1.1	1	3.7	11.5
COC(=O)C1CCN(S(C)(=O)=O)CC1	1	1	-0.5	-2.6	0.9	-3.6	1	1	12.2	11.3
Cc1ccc2c3c(c(SCC(=O)Nc4nonc4C)nc2c1)CCCC3	1	1	-0.6	2.3	1	-7.0	1	1	5.2	3.5
O=C(Nc1cc(C(F)(F)F)ccc1N1CCOCC1)c1ccc(Br)o1	1	0.9	-4.2	-5.5	0.9	-6.4	1	1	2.7	7.6
COC(=O)c1ccccc1NC(=O)CNC(=O)c1ccco1	0.9	0.9	-7.4	-1.5	0.8	-16.3	1.1	1.1	-9.2	15.1
Nc1c(-c2ccc(Cl)cc2)cnc2ncnn12	0.9	0.9	-4.1	3.4	0.9	-141.7	1	1	15.5	10.1
CNC(=S)N(Cc1ccco1)Cc1cc2cc(OC)c(OC)cc2[nH]c1=O	1	1	-4.5	0.5	0.9	-1.9	1.1	1	17.1	7.6
C=CCNc1nc(Nc2ccc(OC)cc2OC)nc(OCC)n1	0.9	0.9	-0.2	-4.4	0.9	-4.9	1	1	-1.4	12.2
O=C(NC(=S)Nc1ccc(S(=O)(=O)N2CCCC2)cc1)c1cccs1	1	0.8	1.4	1.1	0.7	27.8	1	1	6.6	27.2
O=C(CCN1C(=O)c2ccccc2C1=O)OCN1C(=O)c2ccccc2C1=O	1.1	1.1	-4.6	0.0	1	-17.8	1	1	7.0	-3.8
Brc1ccc(C2=Nc3cccc4cccc(c34)N2)o1	0.9	1.1	10.5	-4.0	0.6	-2.0	0.9	0.9	19.3	42.0
CCCCc1ccc(NC(=S)Nc2ccc(Cl)c(S(=O)(=O)N(C)C)c2)cc1	0.9	1	0.2	4.3	0.9	-34.6	1	1	-2.4	12.4
CS(=O)(=O)N(CC(=O)NCc1ccccc1Cl)Cc1ccccc1	1.1	1	0.3	0.9	0.9	-4.5	1	1	3.8	7.5
CN(C)S(=O)(=O)c1ccc2c(c1)nc(CCC(=O)Nc1ccc(N3CCOCC3)cc1)n2C	0.8	0.9	-7.0	0.7	0.9	-7.7	0.8	1.1	17.4	11.0
N#CC(c1cccc(Cl)c1)c1ncc(C(F)(F)F)cc1Cl (configuration not stated)	0.9	0.9	-2.4	-4.4	0.9	-8.9	1	1	7.2	14.0
O=C(Nc1ccon1)c1cccc(C(F)(F)F)c1	0.9	0.9	1.1	4.3	0.9	-4.3	1	1	8.4	9.3
Cc1ncsc1C(=O)N1CCCC(CNS(=O)(=O)c2cccs2)C1 (configuration not stated)	1	1	-3.6	-3.8	0.8	-11.2	1.1	1	3.3	17.8
COc1ccc(CCNC(=O)C23CCC(C)(C(=O)O2)C3(C)C)cc1OC (configuration not stated)	0.9	0.9	-4.0	-1.1	0.8	-4.6	1.1	1	38.5	20.4
COCCN(Cc1cc2cc(C)c(C)cc2nc1Cl)C(=O)N1CCOCC1	1	0.9	-0.6	1.0	1	-6.4	1	1	1.5	-0.3
Cc1cccc(NC(=O)c2csnn2)n1	1	1	-1.1	-0.4	1	-7.2	1	1	2.9	-0.3
CCOC(=O)c1sc(NC(=O)CSc2n[nH]c(-c3ccccc3)n2)c(C#N)c1C	0.8	0.5	3.4	1.0	0.7	76.4*	1	1	-30.2	27.1
CCCCOC(=O)Nc1nnc(C(C)C)s1	1	1	-0.7	-1.8	0.9	-0.5	1	1	8.5	7.9
CC(=O)c1cccc(NC(=O)c2ccc(NS(C)(=O)=O)cc2)c1	1	1	-3.2	-0.3	0.9	-8.4	1	1	6.3	5.4
Cc1c(NC(=O)CSc2ccccc2C(=O)Nc2cccnc2)c(=O)n(-c2ccccc2)n1C	1	1	-1.2	-0.6	0.9	-17.4	1.1	1	0.3	6.7
COc1ccccc1-n1c(-c2cccnc2)n[nH]c1=S	0.8	0.9	1.5	-3.9	0.8	9.0	1	1	-7.4	17.2

No new results follow: entries from further up.
SMILES	PMI act hi M6P	PMI activator	TNAP inh hiacc	Efa HMGR inh	Diaph act CS	TNAP inh noacc	FLuc stim CS	TNAP act hiacc	G6PDH CS	Diaph inh CS
Cc1cc(NC(=O)c2ccc(NC(=O)c3cccs3)cc2)no1	1	1	-1.7	-2.3	1	-1.5	1	1	-14.4	-0.7
COCCCN1C(=O)C(O)=C(C(C)=O)C1c1cccc(F)c1 (configuration not stated)	1.2	1.1	1.7	1.5	1	-9.7	1	1	1.4	-2.9

Next compounds follow.
SMILES	PMI act hi M6P	PMI activator	TNAP inh hiacc	Efa HMGR inh	Diaph act CS	TNAP inh noacc	FLuc stim CS	TNAP act hiacc	G6PDH CS	Diaph inh CS
CCOc1ccc(-c2cc(N)n(S(=O)(=O)c3ccc(OC)cc3)n2)cc1	0.8	0.9	-1.7	2.0	0.8	-17.7	1.1	1	-0.5	24.6
COc1ccc(NC(=O)/C(N=Nc2cc(S(=O)(=O)Nc3ccc(OC)cc3)ccc2OC)=C(\C)O)cc1	1	1	3.3	1.5	1.1	-3.0	1.1	1	-0.3	-5.0
Cc1cc(N(C)C)cc(C)[n+]1[O-]	1.1	1.1	-6.4	1.9	1	5.5	1.1	1.1	13.8	2.4
Cc1ccc(-n2nnnc2SCC(=O)NC(=O)Nc2ccc3c(c2)OCCO3)cc1	1	1.1	-3.1	-12.1	0.8	-4.4	1	1	7.1	15.6
CCOc1ccccc1NC(=O)C1C2C=CC(C2)C1C(=O)O (configuration not stated)	0.9	0.8	-0.4	-2.8	0.9	-5.1	1	1	2.8	13.5
CCS(=O)(=O)N1CCC(C(=O)NCCc2ccc(OC)c(OC)c2)CC1	1	1	-3.7	-2.7	0.9	-7.8	1.1	1	-2.5	12.7

Compound activity deposited in PubChem by several laboratories.
